Assay outcomes: PubChem, Sanford-Burnham Center for Chemical Genomics
SENP7 block = inhibitors of human SENP7 protease; recombinant SENP7, Z-RLRGG-aminoluciferin luminescence, 40 min; actives 1.5% (n = 330,000); Q9BQF6; inhibition, % at 5 µM;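 active = inhibition above about 50% at the single test dose, limit read from the data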;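 note: plate controls were DMSO with enzyme for no effect and no enzyme buffer wells for full effect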
Target sequence (Q9BQF6 706-1050 limits assumed): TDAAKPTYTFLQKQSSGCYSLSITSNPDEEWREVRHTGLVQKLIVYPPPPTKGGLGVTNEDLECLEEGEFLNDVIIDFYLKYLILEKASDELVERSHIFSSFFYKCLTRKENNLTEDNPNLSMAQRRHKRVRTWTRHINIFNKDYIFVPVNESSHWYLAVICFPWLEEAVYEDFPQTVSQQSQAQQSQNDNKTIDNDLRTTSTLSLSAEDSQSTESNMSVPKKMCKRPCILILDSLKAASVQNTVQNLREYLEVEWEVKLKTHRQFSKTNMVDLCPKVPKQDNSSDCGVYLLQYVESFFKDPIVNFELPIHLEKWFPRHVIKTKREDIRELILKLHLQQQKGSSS
PfGluPho inh = PfG6PD (Plasmodium falciparum) enzyme inhibition; AID 504690; actives 0.78% (n = 350,000); PfGluPho enzyme, NADPH resazurin-diaphorase fluorescence; inhibition, % at 20 µM;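 active = inhibition reaching at least a set limit at 20 µM in the primary screen, cut at about 59% in these data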;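 note: 0% = DMSO wells with substrate and 100% = DMSO wells lacking glucose-6-phosphate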
SENP6 block = blocks the human protease SENP6; Recombinant SENP6 catalytic domain, aminoluciferin luminescence; inhibition, % at 10 µM; actives 1.8% (n = 330,000);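 active = inhibition above about 50% at the single tested dose, limit read from the data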;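 note: plate controls were DMSO wells with enzyme for no effect and DMSO wells lacking enzyme for full effect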
Target sequence (Q9GZR1 628-1112 limits assumed): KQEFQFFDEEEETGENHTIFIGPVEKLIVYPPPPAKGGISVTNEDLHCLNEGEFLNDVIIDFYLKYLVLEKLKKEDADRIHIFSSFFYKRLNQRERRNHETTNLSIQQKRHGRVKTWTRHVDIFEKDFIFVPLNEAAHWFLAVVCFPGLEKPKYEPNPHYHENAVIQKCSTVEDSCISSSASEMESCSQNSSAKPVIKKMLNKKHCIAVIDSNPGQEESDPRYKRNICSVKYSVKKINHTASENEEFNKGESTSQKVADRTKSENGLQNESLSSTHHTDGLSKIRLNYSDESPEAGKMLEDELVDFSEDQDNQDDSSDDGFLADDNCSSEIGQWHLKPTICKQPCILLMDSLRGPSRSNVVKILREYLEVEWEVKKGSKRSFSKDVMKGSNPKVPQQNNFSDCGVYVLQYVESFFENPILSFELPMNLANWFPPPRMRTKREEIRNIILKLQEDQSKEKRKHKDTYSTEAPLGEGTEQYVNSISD
HKDC1 inhibitor = blocks human hexokinase HKDC1 activity | Q2TB90 | AID 493160 | actives 0.16% (n = 340,000) | inhibition, % at 20 µM | recombinant HKDC1, G6PDH/diaphorase resazurin coupled fluorescence;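 active = inhibition above about 35% when tested at 20 µM, limit read from the data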;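 note: plate controls were DMSO wells with enzyme for no effect and DMSO wells lacking enzyme for full effect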
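Test system: recombinant HKDC1 (HK5) hexokinase enzyme, produced in-house / Doses: 20 µM test compound, 1% DMSO / Timing: 90 min, room temperature / Detection: G6PDH/diaphorase-coupled fluorescence, 1 mM NADP, 100 µM resazurin, 525/613 nm / Control set: DMSO wells with and without enzyme mix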
SENP8 inh = inhibitors of human SENP8 protease. Q96LD8. recombinant SENP8, Nedd8 substrate fluorescence. inhibition, % at 20 µM. actives 0.64% (n = 360,000); in the data active = inhibition mostly above about 40%, no sharp cut-off; inactive = mostly below about 27%
Target sequence (Q96LD8 whole entry, looked up): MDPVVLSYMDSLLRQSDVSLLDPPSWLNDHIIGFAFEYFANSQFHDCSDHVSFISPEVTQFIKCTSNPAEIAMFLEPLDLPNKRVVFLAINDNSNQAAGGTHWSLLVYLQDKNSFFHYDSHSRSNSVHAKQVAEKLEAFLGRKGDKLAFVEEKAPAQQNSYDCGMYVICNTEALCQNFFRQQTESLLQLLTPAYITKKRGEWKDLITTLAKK
ATG4B inh = blocks human ATG4B protease cleavage of LC3 substrate; actives 0.51% (n = 340,000); inhibition, % at 8.33 µM; AID 504462; ATG4B cleavage of LC3-PLA2, NBD-HPC fluorescence, 1 h; Q9Y4P1; in the data active = inhibition above about 40%
GRIN3A LBD mod = modulates the human NR3A ligand-binding domain; NR3A LBD differential scanning fluorimetry, Tm shift; 0% = protein alone, 100% = glycine-bound protein; Tm shift relative to glycine control, % at 25 µM; actives 2.5% (n = 340,000);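 active = melting temperature shift of at least 10% of the positive control shift, at one fixed dose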
MPTP block = blocks calcium-induced mitochondrial swelling. isolated mouse mitochondria, Ca2+ swelling absorbance, 30 min. inhibition, % at 10 µM. actives 1.4% (n = 360,000). AID 602449;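 active = inhibition of 50% or more, scaled per plate between neutral and stimulator controls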;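 note: 0% = DMSO wells given calcium and 100% = 1 mM EGTA wells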
Numbers without * were called inactive; · = not tested or not shown.

Screens in order – SENP7 block	SENP6 block	GRIN3A LBD mod	PfGluPho inh	MPTP block	SENP8 inh	ATG4B inh	HKDC1 inhibitor
CCCNC(=O)Cn1c(=O)oc2ccccc21
    2.8	-11.9	-1.1	-17.4	4.5	11.8	12.2	2.3
Cc1ccc(NC2=NC(c3ccc(C)cc3)n3c(nc(C)cc3=O)N2)cc1 (centres undefined)
    3.3	-7.2	-0.8	-0.8	13.1	-96.6	-0.9	-3.9
Cc1ccc(-c2nn(CCC#N)cc2C=C(C#N)C#N)cc1
    -9.6	-17.9	0.3	-11.7	0.4	-16.8	-0.2	10.5
COc1ccc(CCNC(=O)C2CC(=O)N(C3CCCCCCC3)C2)cc1OC (centres undefined)
    -4.4	1.9	0.8	9.1	-1.4	5.8	-1.3	-10.8
COc1ccc(S(=O)(=O)Cc2ccc(C(=O)NC3CC3)o2)cc1
    -1.8	-7.3	-0.2	10.0	-1.3	1.5	0.1	-6.8
C=CCn1c(=S)[nH]c2cc(C(=O)Nc3ccc(OC)c(OC)c3)ccc2c1=O
    5.2	6.3	-14.6	13.3	0.7	12.5	-4.9	2.5
COc1cc(O)c(C(CC(=O)N2CCCC(C)C2)c2ccc3c(c2)OCO3)c(OC)c1 (centres undefined)
    4.6	2.2	-3.7	-4.3	1.2	1.9	7.9	7.1
CCn1c(SCC(=O)N2CCCc3ccccc32)nnc1-c1ccoc1C
    -0.4	-3.2	1.0	8.2	-0.2	12.7	-13.9	-2.0
CC1CCCCC12NC(=O)N(CC(=O)N1CCN(c3ccccc3)CC1)C2=O (centres undefined)
    3.0	-6.3	1.2	-4.9	-0.1	14.9	1.3	-4.1
CN(C)S(=O)(=O)Nc1ccc(Br)cc1F
    -6.8	1.4	-0.3	-7.2	-0.6	-0.7	-3.4	-1.6
Cn1c(=O)c2[nH]c(SCC(=O)c3ccc(F)cc3)nc2n(C)c1=O
    -0.3	-10.0	-3.1	-13.5	1.1	0.6	0.9	0.4
CCOCCCNC(=O)c1cc2c(=O)n3cccc(C)c3nc2s1
    7.3	3.9	-0.5	-4.6	-0.9	-328.7	3.6	2.6
CSc1nc(C)c2c(n1)N(c1ccc(C(F)(F)F)cc1)CC2
    0.1	-1.6	0.1	-9.9	-4.3	-25.1	-2.4	-3.9
CC(=O)Nc1cccc(OCCOc2cccc([N+](=O)[O-])c2)c1
    ·	·	2.6	2.6	1.4	-2.2	5.5	-6.2
Cc1ccc(Sc2cc(C(=O)c3ccccc3C(=O)O)ccc2[N+](=O)[O-])cc1
    4.9	-5.8	2.5	-33.1	2.1	11.2	-10.7	8.6
O=C(c1ccc(NC2=NC3CS(=O)(=O)CC3S2)cc1)N1CCN(c2ccc([N+](=O)[O-])cc2)CC1 (centres undefined)
    7.9	-4.3	1.7	13.3	-2.2	15.4	-8.4	-1.2
COc1cc(-c2cc(C(=O)Nc3nc4ccccc4s3)c3ccccc3n2)cc(OC)c1OC
    -0.7	-14.3	0.5	-7.6	1.8	-89.1	-26.9	-3.0
O=C(CSc1nnnn1-c1ccccc1)NCC1(N2CCCCC2)CCCCC1
    -6.1	-8.9	-1.0	-11.0	-0.5	11.8	0.8	-5.8
CC1CCCN(C(=S)NCCc2ccccc2)C1 (centres undefined)
    11.9	2.4	-0.3	7.2	0.9	14.2	-0.6	3.6
Cc1ccc(C(=O)NCc2ccc3c(c2)OCO3)cc1Cl
    7.9	-40.3	0.1	-4.3	0.5	3.2	-4.9	-2.6

6 of these compounds in a different format.
| Structure | SENP7 block | SENP6 block | GRIN3A LBD mod | PfGluPho inh | MPTP block | SENP8 inh | ATG4B inh | HKDC1 inhibitor |
| --- | --- | --- | --- | --- | --- | --- | --- | --- |
| O=C(c1ccc(NC2=NC3CS(=O)(=O)CC3S2)cc1)N1CCN(c2ccc([N+](=O)[O-])cc2)CC1 (centres undefined) | 7.9 | -4.3 | 1.7 | 13.3 | -2.2 | 15.4 | -8.4 | -1.2 |
| Cn1c(=O)c2[nH]c(SCC(=O)c3ccc(F)cc3)nc2n(C)c1=O | -0.3 | -10.0 | -3.1 | -13.5 | 1.1 | 0.6 | 0.9 | 0.4 |
| Cc1ccc(C(=O)NCc2ccc3c(c2)OCO3)cc1Cl | 7.9 | -40.3 | 0.1 | -4.3 | 0.5 | 3.2 | -4.9 | -2.6 |
| COc1cc(-c2cc(C(=O)Nc3nc4ccccc4s3)c3ccccc3n2)cc(OC)c1OC | -0.7 | -14.3 | 0.5 | -7.6 | 1.8 | -89.1 | -26.9 | -3.0 |
| O=C(CSc1nnnn1-c1ccccc1)NCC1(N2CCCCC2)CCCCC1 | -6.1 | -8.9 | -1.0 | -11.0 | -0.5 | 11.8 | 0.8 | -5.8 |
| Cc1ccc(Sc2cc(C(=O)c3ccccc3C(=O)O)ccc2[N+](=O)[O-])cc1 | 4.9 | -5.8 | 2.5 | -33.1 | 2.1 | 11.2 | -10.7 | 8.6 |

Carrying on:
Screens in order – SENP7 block	SENP6 block	GRIN3A LBD mod	PfGluPho inh	MPTP block	SENP8 inh	ATG4B inh	HKDC1 inhibitor
CCCCCn1nc(-c2ccccc2)c2nc3ccccc3nc21
    -1.8	-12.2	1.9	16.9	3.0	-150.6	-10.2	-0.3
COc1ccc(NC(=O)CSc2nc(-c3ccncc3)nn2CC(=O)N2CCCC2)cc1
    -7.1	4.6	3.4	5.3	0.2	11.7	-5.2	-4.2
CCOc1ccc(N2C(=O)CC(N(CCc3ccc(S(N)(=O)=O)cc3)C(C)=O)C2=O)cc1 (centres undefined)
    7.0	-13.8	-0.1	11.4	0.5	19.0	-6.5	0.5
CCOC(=O)c1c(NC(=O)N/N=C/c2ccccc2OCC)sc(C(C)=O)c1C
    ·	·	2.3	-9.4	4.4	-46.2	-2.5	-8.3
CC(C(=O)OCC(=O)c1cccc([N+](=O)[O-])c1)N1C(=O)C2C3C=CC(C3)C2C1=O (centres undefined)
    -0.3	4.3	-1.7	-22.2	-1.0	8.5	3.5	-6.7
COCCN(C(=O)CSc1nnc(-c2ccccc2F)n1N)c1c(N)n(Cc2ccccc2)c(=O)[nH]c1=O
    -8.3	-21.5	2.2	-4.1	2.3	8.5	-6.4	-6.3
C=C(C)Cn1c(N(CCO)Cc2ccccc2)nc2c1c(=O)[nH]c(=O)n2C
    -2.8	-13.3	-1.0	6.9	-1.3	23.3	-3.4	-6.3
CCc1cc(=O)[nH]c(SCCc2ccccc2)n1
    13.5	-8.4	-0.8	-3.1	-2.4	26.5	-5.6	-1.7
Cc1cccnc1NS(=O)(=O)c1cccc([N+](=O)[O-])c1
    7.3	6.3	-1.9	-6.7	-0.1	3.8	-5.2	-4.4
C/C(=N\Nc1nncc2ccccc12)c1ccc(O)cc1
    35.7	66.8*	8.4	-1.9	-1.1	30.5	-1.3	-1.6
CCOC(=O)Nc1ccc2c(c1)N(C(=O)N1CCN(C)CC1)c1ccccc1CC2
    -6.7	-8.0	-3.7	4.4	-1.3	7.7	0.4	-12.6
O=C(/C=C/c1ccc(Cl)cc1)NCCc1ccccc1
    -1.8	-23.3	-439.9	4.8	2.5	21.7	-5.0	-4.9
Cc1ccc(OCC(=O)NCCCNC(=O)c2cnccn2)cc1C
    -4.4	-1.5	-0.6	-3.4	-0.8	8.1	-5.7	-5.5
C/C(=C\C(=O)c1ccc(Br)cc1)Nc1cccc(Cl)c1
    -2.1	4.9	0.4	22.3	-3.0	40.4*	10.4	0.7
Cc1ccc(NC(=O)C2CC(=O)N(c3ccc4c(c3)OCCO4)C2)cc1S(=O)(=O)N(C)C (centres undefined)
    -10.5	-9.3	-2.7	0.7	-0.9	-3.5	-10.3	-3.5
Cc1ccc(C(=O)NC(=S)N2CCN(c3ccc([N+](=O)[O-])cc3)CC2)cc1
    2.9	4.7	-11.8	-6.0	1.8	26.9	2.4	4.7
CC1CCCC(NS(=O)(=O)c2cc(Br)cnc2N)C1C (centres undefined)
    1.4	6.0	-11.6	9.1	0.8	-21.0	1.2	-1.5
O=C(c1cc(COc2ccc3ncccc3c2)on1)N1CCCCCC1
    1.9	-9.2	0.2	3.2	98.5*	19.6	3.0	-3.9
COc1ccc(NC(=O)CCS(=O)(=O)c2ccccc2Cl)cc1S(=O)(=O)Nc1ccc(Cl)cc1
    2.5	5.3	3.0	-7.8	1.8	2.9	-5.0	-2.5
O=S(=O)(c1ccc(Oc2ccc(S(=O)(=O)N(CCO)CCO)cc2)cc1)N(CCO)CCO
    7.7	0.5	-1.7	1.0	3.1	11.6	-3.6	-12.8
O=C1c2ccccc2-c2nnc(-c3ccc(O)cc3)cc21
    100.5*	98.9*	-0.1	7.5	3.1	4.9	-7.1	3.5
C[C@H](NC(=O)c1nc[nH]c1C(=O)NC1CCN(C(=O)OC(C)(C)C)CC1)C(=O)OCc1ccccc1
    2.2	-1.6	-4.2	26.9	-0.9	2.1	-2.9	0.7
CC1(C)Cc2nc3scc(NC(=O)c4ccccc4)c3cc2CO1
    -2.6	2.7	0.8	7.5	-1.2	8.9	-10.3	1.3
S=c1[nH]nc(CCc2nc3ccccc3[nH]2)n1-c1cccc(Cl)c1
    -7.4	-23.3	-0.1	46.0	0.4	7.6	-2.7	-8.1
CCOC(=O)c1ccc(-c2ccc3c(c2)CCC3)nc1C
    70.4*	60.3*	0.5	9.4	-0.1	21.3	7.4	3.8
COc1cccc(CNC(=O)c2ccc3c(c2)N(C)CCS3)c1OC
    -3.7	18.7	1.7	50.6	-2.6	-480.9	-4.1	-3.4
Cc1c(C)n(CCC#N)c2ccc(Cl)cc12
    -3.4	-8.8	-0.6	6.8	-1.0	3.5	6.4	-3.3
O=C(CCNC(=O)c1ccc(Br)cc1)NC1CCCc2ccccc21 (centres undefined)
    0.8	-16.4	1.4	1.8	-0.3	15.2	3.9	-5.6
CSC1=NC(=O)/C(=C/c2ccc(SC)cc2)S1
    27.2	30.7	1.4	-1.1	-0.7	-167.4	6.0	13.6
Cc1ccc(-c2nn3nnnc3c3ccccc23)cc1C
    -2.8	-0.9	-1.3	3.9	3.3	19.7	-10.2	-11.8
COc1cc(OC)c(C(=O)C=Cc2ccc(OC)c(OC)c2)c(OC)c1
    ·	·	-1.2	-14.4	-0.6	11.6	-0.1	5.4
CCc1sc(C(=O)Nc2ccc3nc(C)sc3c2)cc1C
    16.2	23.6	-3.7	22.4	0.4	0.5	-3.3	6.0
CC(C)NC(=S)N/N=C/C1=CCC2CC1C2(C)C (centres undefined)
    -5.4	-28.5	-3.8	16.8	1.8	33.3	-7.3	-4.7
Cc1ccc(-c2nc(N)sc2CC(=O)OCC(=O)NCC2CCCO2)cc1 (centres undefined)
    -0.2	-30.8	1.9	17.4	-0.1	-8.8	-6.8	-4.0
COc1ccc2cc(CCNC(=O)C(C)C)c(=O)[nH]c2c1
    0.3	3.7	4.4	3.8	-2.5	-55.7	-6.7	-6.0
c1coc(-c2nc(-c3ccncc3)no2)c1
    62.2*	71.7*	-1.5	2.4	0.1	-0.8	-18.8	-3.7
Cc1ccc(OCC(=O)N(Cc2ccc(C)o2)C2CCS(=O)(=O)C2)cc1 (centres undefined)
    -0.9	-4.9	-1.6	-2.8	0.4	6.8	1.0	-2.9
O=C(Nc1ccc(N2CCOCC2)c(Cl)c1)c1ncn[nH]1
    -1.2	1.2	-0.2	-6.5	-0.3	21.4	-2.0	-4.0
CCOC(=O)CSc1nnc(-c2c[nH]c3ccccc23)n1CC
    -6.7	-10.0	0.1	18.1	0.0	16.5	4.3	-3.5
CCCc1ccc(OCCNC(=O)c2ccccc2Br)cc1
    -1.1	14.6	-0.7	15.1	0.4	8.8	35.9	-0.7
Cc1ccccc1-c1nc(CN2CCC(C(=O)NC3CCN(Cc4ccccc4)CC3)CC2)c(C)o1
    1.3	-18.2	5.4	6.4	67.9*	12.3	-6.2	-6.6

Rows were taken by chance. Share with any hit: about 6.9%.
